PAFAH1B3 FP inh = PAFAH1B3 (human) inhibition. Q15102. recombinant PAFAH1B3, FP-rhodamine probe, fluorescence polarization. inhibition, % at 3.39 µM. 340,000 tested, 0.28% active. AID 492972;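 active means inhibition above the screen-wide average of all tested compounds plus 3 SD, cut at about 25% in these data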;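 further: 0% = enzyme with DMSO only and 100% = wells lacking PAFAH1B3 protein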
Target sequence (Q15102 whole entry, looked up): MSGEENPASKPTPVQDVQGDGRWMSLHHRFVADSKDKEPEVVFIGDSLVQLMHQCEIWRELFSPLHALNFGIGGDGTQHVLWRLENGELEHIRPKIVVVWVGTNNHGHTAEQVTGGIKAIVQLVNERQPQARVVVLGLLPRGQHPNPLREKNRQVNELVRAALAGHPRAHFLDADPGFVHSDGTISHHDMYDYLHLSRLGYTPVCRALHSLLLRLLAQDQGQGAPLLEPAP
LYPLA2 inh = blocks human lysophospholipase 2, a PME1 counter-screen | O95372 | recombinant LYPLA2, FP-Rh probe fluorescence polarization | inhibition, % at 5.9 µM | 320,000 tested, 0.38% active | AID 2177;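 active means inhibition above the screen-wide mean plus 3 SD, limit set per campaign, cut at about 26% in these data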;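 further: 0% = LYPLA2 with DMSO and 100% = wells lacking LYPLA2 enzyme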
Target sequence (O95372 whole entry, looked up): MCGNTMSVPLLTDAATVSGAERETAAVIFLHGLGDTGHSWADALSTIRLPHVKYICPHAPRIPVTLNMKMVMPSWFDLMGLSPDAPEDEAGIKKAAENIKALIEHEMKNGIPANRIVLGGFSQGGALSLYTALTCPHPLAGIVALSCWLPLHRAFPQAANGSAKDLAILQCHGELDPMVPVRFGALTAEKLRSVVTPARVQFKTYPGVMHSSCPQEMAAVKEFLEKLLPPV
PAD4 inh = PAD4 (human) enzyme inhibition. recombinant PAD4, RCA probe fluorescence polarization. inhibition, % at 6.36 µM. 330,000 tested, 0.41% active;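 active means percent inhibition above a cutoff equal to the mean of all tested compounds plus 3 SD, cut at about 15% in these data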;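 further: 0% = PAD4 with RCA probe and DMSO and 100% = probe without PAD4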
PAFAH1B2 inh = PAFAH1B2 (human) inhibition; P68402; recombinant PAFAH1B2, FP-rhodamine activity probe, fluorescence polarization; inhibition, % at 3.39 µM; 340,000 tested, 1.2% active; AID 492953;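 active means inhibition above the mean of all tested compounds plus 3 SD, cut at about 24% in these data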;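 further: 0% = enzyme with DMSO and 100% = wells lacking PAFAH1B2; many of its hits are not listed in these tables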
pPAFAH FP inh = inhibitors of human plasma PAF acetylhydrolase (pPAFAH); Q13093; recombinant pPAFAH, FP-rhodamine probe fluorescence polarization; inhibition, % at 3.39 µM; 330,000 tested, 1.5% active; AID 463082;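 active means inhibition above the mean inhibition across the screen plus 3 SD, cut at about 25% in these data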;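 further: inhibitors block binding of the rhodamine activity-based probe so polarization drops; 0% = enzyme with DMSO and 100% = wells lacking pPAFAH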
GSTO1 inh = counter-screen for RBBP9 inhibitors: inhibitors of human GSTO1 | P78417 | recombinant GSTO1, activity-based probe fluorescence polarization | inhibition, % at 5.96 µM | 300,000 tested, 1.1% active | AID 1974;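 active means inhibition above the campaign mean inhibition plus 3 SD, cut at about 35% in these data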;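 further: 0% = GSTO1-1 with DMSO and 100% = wells lacking GSTO1-1 enzyme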
Target sequence (P78417 whole entry, looked up): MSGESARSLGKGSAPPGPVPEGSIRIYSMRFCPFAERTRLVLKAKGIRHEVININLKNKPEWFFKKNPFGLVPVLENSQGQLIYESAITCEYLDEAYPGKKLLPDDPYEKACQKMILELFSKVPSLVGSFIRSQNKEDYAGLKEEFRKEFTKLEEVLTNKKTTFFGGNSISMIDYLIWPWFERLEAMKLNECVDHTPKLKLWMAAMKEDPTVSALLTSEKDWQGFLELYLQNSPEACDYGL
PAFAH2 inh = inhibitors of human PAFAH2 | 340,000 tested, 0.99% active | recombinant PAFAH2, FP-rhodamine activity probe, fluorescence polarization | AID 492956 | inhibition, % at 3.39 µM;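 active means inhibition above the mean over all tested compounds plus 3 SD, cut at about 30% in these data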;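 further: inhibitors block probe labeling of enzyme so polarization drops; 0% = enzyme with DMSO and 100% = wells lacking PAFAH2 protein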
PME-1 inh = blocks human protein phosphatase methylesterase 1 | Q9Y570 | recombinant PME-1, FP-Rh probe fluorescence polarization | inhibition, % at 5.9 µM | 320,000 tested, 0.53% active | AID 2130;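 active means inhibition above the campaign mean of all compounds plus 3 SD, cut at about 26% in these data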;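 further: competitive labeling of PME-1 active site by serine hydrolase directed probe; 0% = PME-1 with DMSO and 100% = wells lacking PME-1 enzyme; inhibitors block probe labeling so polarization falls and inhibition rises; many of its hits are not listed in these tables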
Target sequence (Q9Y570 whole entry, looked up): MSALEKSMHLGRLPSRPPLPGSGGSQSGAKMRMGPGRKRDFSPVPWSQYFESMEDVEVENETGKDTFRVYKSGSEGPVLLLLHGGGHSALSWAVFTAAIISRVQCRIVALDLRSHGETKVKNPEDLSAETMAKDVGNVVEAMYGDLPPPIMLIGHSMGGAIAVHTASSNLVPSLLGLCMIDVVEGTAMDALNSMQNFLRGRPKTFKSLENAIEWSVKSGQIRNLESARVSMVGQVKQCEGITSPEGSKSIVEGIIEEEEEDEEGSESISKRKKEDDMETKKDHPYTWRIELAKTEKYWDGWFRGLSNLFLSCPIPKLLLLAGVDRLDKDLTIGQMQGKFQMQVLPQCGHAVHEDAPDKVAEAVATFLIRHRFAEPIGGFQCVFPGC
LYPLA1 inh = blocks human lysophospholipase 1, a PME1 counter-screen; recombinant LYPLA1, FP-Rh probe fluorescence polarization; inhibition, % at 5.9 µM; 320,000 tested, 0.16% active; AID 2174;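 active means inhibition above the mean of all tested compounds plus 3 SD, set per campaign, cut at about 14% in these data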;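 further: inhibitors block serine hydrolase probe labeling of LYPLA1 so polarization falls; 0% = enzyme with DMSO and 100% = wells lacking LYPLA1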
Active calls of the source: *; x = not tested or not shown.

| SMILES | LYPLA2 inh | PME-1 inh | LYPLA1 inh | PAFAH1B2 inh | PAFAH1B3 FP inh | GSTO1 inh | PAFAH2 inh | PAD4 inh | pPAFAH FP inh |
| --- | --- | --- | --- | --- | --- | --- | --- | --- | --- |
| CC(=O)Nc1ccc(S(=O)(=O)Nc2nc3ccccc3nc2-n2ccc(=NC(=O)c3ccc(F)cc3)cc2)cc1 | -6 | -10 | -2 | 5 | 4 | 1 | 4 | -8 | 10 |
| CC(=O)Nc1ccc(N(C(=O)CNC(=O)c2ccco2)C(C(=O)NC2CCCC2)c2ccco2)cc1 (stereo not given) | 1 | -7 | -5 | 2 | 9 | 3 | -8 | 5 | 1 |
| COc1ccc2oc(=O)c(C(=O)NCc3cccnc3)cc2c1 | -2 | -2 | 0 | -1 | 7 | 5 | -2 | 2 | 5 |
| CC(C)COC(=O)C1[C@H]2C(=O)N(Cc3cccs3)C[C@]23C=C[C@H]1O3 (stereo not given in full) | 0 | -6 | 2 | 5 | 0 | 4 | 2 | -4 | 2 |
| CCOC(=O)C1=C(C)NC(=S)NC1c1ccc(OCC(=O)N2CCCCCC2)cc1 (stereo not given) | 4 | -1 | 3 | 0 | 6 | -7 | -8 | -1 | -2 |
| CC1CC(C)CN(CCCNC(=O)Cc2c(C(=O)O)n(C)c3ccccc23)C1 (stereo not given) | -4 | 9 | 2 | -1 | 3 | -2 | 2 | -2 | -3 |
| COc1cc2c(cc1OC)CN(C(=O)CSc1nc(C)cc(C)c1C#N)CC2 | 10 | -4 | 5 | 1 | 2 | 4 | 5 | -10 | 3 |
| COc1cccc(/C=C2\SC(=O)N(CCC(=O)N3CCC(C(=O)O)CC3)C2=O)c1 | 7 | -6 | 0 | 3 | 0 | 0 | 2 | 1 | 7 |
| CC(C)(C)c1ccc(NC(=O)c2ccc(=O)[nH]n2)cc1 | 0 | 0 | 1 | 0 | 6 | -4 | -8 | 1 | 4 |
| COc1ccc(C(=O)/C=C/Nc2cc(C)on2)c(OC)c1 | -3 | 2 | -1 | 7 | 4 | 0 | 11 | 3 | 2 |
| c1cnn(-c2nc(N3CCOCC3)nc(N3CCOCC3)n2)c1 | 7 | 2 | 4 | 3 | 6 | 6 | -1 | 4 | -1 |
| O=C(Cn1nc(-c2ccco2)ccc1=O)Nc1cc(Cl)ccc1Cl | 12 | -9 | -1 | -2 | 1 | -5 | -3 | -4 | 0 |
| COC(=O)c1cccc(C23CC4(C2)[C@H](CN(C)[C@@H]4c2ccccc2)C3c2ccccc2)c1 (stereo not given in full) | -5 | -12 | -3 | 1 | 8 | 13 | -6 | 1 | -6 |
| CN(C1CCCCC1)S(=O)(=O)Cc1ccccc1 | 1 | -2 | 2 | 1 | 2 | 4 | 7 | -3 | 1 |
| O=C(Oc1cccc(NC(=O)c2ccco2)c1)c1cccc(S(=O)(=O)N2CCCCC2)c1 | -15 | 14 | -11 | 14 | 5 | 5 | -1 | 0 | -2 |
| O=C(NCC1CCCO1)c1cc(Br)c(Br)s1 (stereo not given) | 1 | -3 | -5 | 1 | -3 | 1 | -2 | -7 | 6 |
| COC(=O)c1cc(NC(=O)CC2SC(=Nc3ccccc3)N(CCc3c[nH]c4ccccc34)C2=O)cc(C(=O)OC)c1 (stereo not given) | -74 | -43 | -42 | -7 | -31 | -32 | -49 | -2 | -23 |
| Cc1ccc(NC(=S)N=Nc2c(O)[nH]c3ccccc23)cc1 | -11 | 0 | -2 | 5 | 6 | -12 | 7 | -4 | 9 |
| CNCCCCOc1ccccc1Cc1ccccc1 | -1 | 1 | -1 | x | x | 5 | x | -4 | 1 |
| COc1ccc(CCNC(=O)CCc2ccsc2)cc1OC | -3 | 1 | -7 | 5 | -1 | 3 | 1 | -4 | 3 |
| CCCCCC(=O)Nc1cccc2ccccc12 | 3 | -1 | 4 | 4 | 4 | 14 | 12 | -6 | 2 |
| O=C(Cc1ccc(F)cc1)Nc1ccc(S(=O)(=O)N2CCCC2)cc1 | 1 | 3 | 0 | 7 | 2 | 6 | 0 | 5 | 2 |
| c1ccc2c(c1)CCN(c1nc3cc4c(cc3s1)OCCO4)C2 | 4 | 12 | -3 | 2 | 0 | 10 | -3 | 1 | 10 |
| Cc1cc(C(=O)NCc2ccc(F)cc2)c2ccccc2n1 | 3 | -3 | 2 | 1 | -3 | 3 | 3 | 0 | 3 |
| Cc1ccc(Nc2nnc(-c3ccc(N4CCOCC4)c([N+](=O)[O-])c3)c3ccccc23)cc1 | -15 | 48* | -11 | -2 | 5 | -6 | -5 | 0 | 7 |
| O=C(Nc1ncccc1O)c1cccc(S(=O)(=O)N2CCc3ccccc32)c1 | 27* | -2 | -1 | 48* | -5 | -2 | 34* | 1 | 5 |
| O=C(COC(=O)/C=C/c1cccs1)NC(=O)Cc1ccccc1 | 3 | -9 | 1 | 2 | 10 | -1 | 6 | 0 | 5 |
| c1ccc(CSc2nc3ncccn3n2)cc1 | 6 | -3 | 3 | 0 | 1 | x | -9 | 6 | 0 |
| CC1CN(C(=O)Cn2cnc3c2c(=O)n(C)c(=O)n3C)CC(C)O1 (stereo not given) | 1 | -2 | 0 | 3 | 11 | -2 | -2 | 1 | 0 |
| Oc1ccc(Cl)cc1C1=Nc2ccccc2N=C(c2ccco2)C1 | 4 | -4 | 0 | -6 | 6 | 15 | -6 | -1 | -2 |
| C=CCc1cc(Cl)ccc1OCCN1CC(C)OC(C)C1 (stereo not given) | 1 | 14 | -1 | 2 | 1 | -4 | -3 | -1 | 8 |
| COc1cc(OC)c(/C=N/NC(N)=S)cc1Br | 1 | -9 | 0 | -3 | 4 | -3 | 3 | -2 | 0 |
| CCOC(=O)Cn1nc(C)n(-c2cccc(Cl)c2)c1=O | -2 | 1 | -2 | -2 | 11 | 4 | 5 | 0 | -6 |
| O=C(Nc1ccc(Cl)cc1)c1nc[nH]c1C(=O)NCCCCNC(=O)c1[nH]cnc1C(=O)Nc1ccc(Cl)cc1 | x | x | x | -14 | -6 | x | -51 | 1 | -4 |
| O=C(/C=C/c1cccc2ccccc12)N1CCOCC1 | 3 | -7 | 1 | 6 | 8 | 5 | 6 | 7 | 10 |
| Nc1nonc1-c1noc(-c2ccccc2)n1 | 0 | -2 | 0 | 6 | 0 | 10 | -3 | -5 | -8 |
| CC(C)N(Cc1nccn1C)C(=O)c1ccc(OC2CCN(C(=O)C3CC3)CC2)cc1 | 3 | -2 | 0 | 9 | 15 | 0 | -1 | -2 | -1 |
| CC(=O)Nc1ccc(/C(C)=N/Nc2nc(Nc3ccccc3)nc(N3CCOCC3)n2)cc1 | 0 | 8 | 1 | 1 | 1 | -2 | -5 | 1 | -1 |
| Cc1cn([C@@H](CCCCNC(=O)OC(C)(C)C)C(=O)NCCCCCCCCCCC(=O)N2CCN(C(=O)OC(C)(C)C)CC2)nn1 | 13 | -5 | 2 | 3 | 7 | -1 | 12 | -3 | 12 |
| Cc1onc(-c2ccccc2)c1C(=O)OCC(=O)N1CCN(c2ccccc2)CC1 | 3 | 0 | 1 | 7 | 1 | -3 | 13 | -2 | -1 |
| COC(=O)CCCCNC(=O)Nc1ccccc1 | -5 | -5 | -1 | -2 | 12 | 1 | -5 | -4 | 2 |
| O=C(NCCC1=CCCCC1)C1CCCN(S(=O)(=O)c2cccc3cccnc23)C1 (stereo not given) | -6 | 5 | 1 | 6 | 11 | -1 | -9 | -3 | -3 |
| CCc1ccc(-c2ccc(C(=O)O)cc2)nc1 | -4 | 3 | -7 | 2 | -9 | 3 | -1 | -2 | -6 |
| NS(=O)(=O)c1ccc(NC(=S)Nc2ccn(Cc3cccc4ccccc34)n2)cc1 | -59 | -44 | -26 | -1 | 3 | -7 | -13 | -2 | -9 |
| Cc1cc(C)nc(SCC(=O)Nc2ccc(S(=O)(=O)N3CCCCC3)cc2)n1 | 15 | 11 | 5 | 2 | 2 | 2 | -5 | 2 | -7 |
| CCN(CCNC(=O)c1ccc2nc(-c3ccccc3NC(C)=O)c(=O)[nH]c2c1)c1ccccc1 | -10 | -2 | -4 | 9 | 5 | -3 | 10 | 6 | -4 |
| COc1cc(OC)cc(C(=O)NC2CCCN(Cc3ccc(Cl)cc3)C2)c1 (stereo not given) | -9 | -1 | -7 | 2 | 7 | -1 | 1 | -2 | -4 |
| Cc1c(NC(=O)C2Cc3ccccc3CN2C(=O)c2ccco2)c(=O)n(-c2ccccc2)n1C (stereo not given) | -1 | -3 | 4 | 4 | 3 | 0 | 9 | -2 | -3 |
| Cc1nn(-c2ccccc2)c(C)c1/C=N/O | 4 | -7 | 1 | 6 | 5 | 1 | -5 | -5 | 1 |
| N#Cc1ccc(Sc2ccccn2)c([N+](=O)[O-])c1 | 3 | -3 | 2 | 1 | 1 | -2 | 5 | 1 | 1 |
| COc1ccc(OC)c(C2NC(=O)c3sc(=S)n(-c4ccccc4)c3N2)c1 (stereo not given) | 4 | 10 | -4 | 2 | 4 | 5 | 0 | 22* | 1 |
| COc1ccccc1N1CCN(C(=O)CN(C2CCCCC2)S(C)(=O)=O)CC1 | 13 | 4 | 6 | 3 | 8 | -3 | -4 | 2 | 1 |
| CCCC1=Nc2cc(C(=O)NCCCOC(C)C)ccc2Sc2ccccc21 | 0 | -2 | -3 | -1 | 6 | -12 | 0 | -7 | 0 |
| CCOc1ccc(NC(=O)N2CCC(C(N)=O)(N3CCCCC3)CC2)cc1 | 3 | 5 | -2 | 0 | 2 | 5 | -7 | -2 | 1 |
| Cc1ccc(CNC(=O)C2CCC(=O)N(C3CCCC3)C2)c(F)c1F (stereo not given) | -3 | -6 | 0 | 2 | 5 | 2 | 3 | -1 | 0 |
| Cc1ccc(S(=O)(=O)N(C)C)cc1NC(=O)Nc1ccccc1 | -4 | 3 | -1 | 1 | 5 | -4 | 6 | 2 | 3 |
| CCOC(=O)c1c(-c2cccs2)csc1NC(=O)c1ccco1 | 8 | -4 | 5 | 3 | 4 | 5 | -12 | 5 | 6 |
| COc1cc(C)ccc1OCCOCCOc1c(C)cc(C)cc1Br | -8 | -4 | -1 | 7 | 6 | 7 | 0 | -7 | 1 |
| COc1ccc(Oc2ncnc3sccc23)cc1 | -1 | 3 | 2 | 2 | 4 | 3 | 5 | -5 | 1 |
| CN(CC(=O)Nc1ccc(N2CCOCC2)cc1)CC(=O)Nc1ccc([N+](=O)[O-])cc1Br | -2 | 3 | -4 | 1 | 10 | -1 | -4 | -3 | -1 |

The listing continues.
| SMILES | LYPLA2 inh | PME-1 inh | LYPLA1 inh | PAFAH1B2 inh | PAFAH1B3 FP inh | GSTO1 inh | PAFAH2 inh | PAD4 inh | pPAFAH FP inh |
| --- | --- | --- | --- | --- | --- | --- | --- | --- | --- |
| Nc1ccc(O)c2c(=O)cc(-c3ccccc3Cl)oc12 | 9 | 7 | 0 | -1 | -10 | 1 | 1 | -3 | 19 |
| Cn1nnnc1SCC1=C(C(=O)O)N2C(=O)C(NC(=O)C3CC3c3ccccc3)C2SC1 (stereo not given) | 6 | 2 | -11 | 7 | -3 | 5 | 44* | 0 | 1 |
| CC1CCCN(S(=O)(=O)c2ccc3oc(=O)ccc3c2)C1 (stereo not given) | 1 | -1 | 0 | 8 | 9 | -6 | -2 | 2 | 1 |
| O=C(NC1CC1)c1cc2cc(Br)ccc2s1 | -6 | -1 | -5 | 6 | 1 | -1 | 5 | 0 | 2 |
| O=C(NCc1cccnc1)c1cnc2ccccc2n1 | 7 | 0 | 2 | 9 | 7 | -9 | -4 | 4 | 0 |
| Cc1cc([N+](=O)[O-])ccc1NC(=O)c1ccco1 | 4 | 1 | -5 | 3 | 3 | -2 | 4 | 3 | 3 |

Source: PubChem (The Scripps Research Institute Molecular Screening Center)

These rows are one share of the data. The share of hits here may be higher or lower than overall.
